# Assay outcomes as filed in PubChem BioAssay.
# CIT2-GFP yeast: alters CIT2-GFP fluorescence in TOR pathway yeast screen | 320,000 compounds, 0.065% hits | GFP response vs DMSO, % at 10 µM | S. cerevisiae CIT2-GFP strain, flow cytometry, 3 h; 100 means same as DMSO wells;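 active = GFP response relative to DMSO above a set limit, near the screen mean plus 3 SD, cut at about 150% in these data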;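 also: ratio of well median GFP fluorescence to mean of DMSO wells on the plate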
# proCasp7 act: counter-screen: procaspase-7 (human) activation; recombinant procaspase-7, Ac-DEVD-pNA absorbance 405 nm; D23A/D198A/D206A triple mutant, cannot self-cleave; scale: DMSO 0, 5 µM enzyme 100; activation, % at 8.5 µM; 330,000 compounds, 0.093% hits;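 active = percent activation above the screen-wide mean plus 3 SD, cut at about 25% in these data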
# Target sequence (P55210 whole entry D23A/D198A/D206A): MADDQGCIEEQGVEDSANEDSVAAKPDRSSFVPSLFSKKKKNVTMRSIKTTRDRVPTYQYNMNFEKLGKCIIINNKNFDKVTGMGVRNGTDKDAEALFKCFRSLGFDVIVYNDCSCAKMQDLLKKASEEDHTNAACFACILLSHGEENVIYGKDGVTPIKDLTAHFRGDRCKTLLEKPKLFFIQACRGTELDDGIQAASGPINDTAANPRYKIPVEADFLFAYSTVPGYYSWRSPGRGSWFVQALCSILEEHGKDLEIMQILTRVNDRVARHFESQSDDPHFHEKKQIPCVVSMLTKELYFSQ
#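 System: Uncleavable procaspase-7 mutant enzyme; Amount: 2 µM procaspase-7 mutant as dispensed; Schedule: 1 h compound preincubation, 2 h substrate cleavage, 25 °C; Measured by: 405 nm absorbance of p-nitroaniline; Evaluation: percent activation from buffer-corrected 0–120 min absorbance change; Control set: low DMSO alone, high DMSO plus 5 µM PC-7.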
# MEP2 TOR yeast: modulators of TOR pathway MEP2-GFP in S. cerevisiae; S. cerevisiae MEP2-GFP strain, flow cytometry GFP, 3 h; 100% = DMSO control level; GFP response vs DMSO, % at 10 µM; 330,000 compounds, 0.51% hits; AID 2016;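 active = GFP response versus DMSO above a set limit, roughly screen mean plus 3 SD, cut at about 180% in these data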;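 also: median GFP fluorescence of the barcode-gated MEP2-GFP cells per well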
# procasp3 activ: procaspase-3 (human) activation; P42574; recombinant procaspase-3 D3A, Ac-DEVD-pNA absorbance 405 nm; activation, % at 8.5 µM; 330,000 compounds, 0.11% hits; AID 463141;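 active = activation above the mean of all tested compounds plus 3 SD, cut at about 21% in these data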;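 also: 0% = DMSO alone and 100% = DMSO wells spiked with extra 5 µM PC-3 D3A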
# Target sequence (P42574 whole entry D9A/D28A/D175A): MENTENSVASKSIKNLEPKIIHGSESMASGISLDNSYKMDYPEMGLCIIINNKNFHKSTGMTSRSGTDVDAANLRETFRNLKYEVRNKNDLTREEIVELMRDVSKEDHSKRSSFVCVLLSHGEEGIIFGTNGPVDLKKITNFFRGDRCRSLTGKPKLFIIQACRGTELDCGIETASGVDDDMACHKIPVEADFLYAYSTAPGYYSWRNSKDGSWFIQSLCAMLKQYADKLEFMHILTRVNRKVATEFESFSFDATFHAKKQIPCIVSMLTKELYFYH
#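 Compound: 8.5 µM single point, 0.8% DMSO / Material: Autoprocessing-dead procaspase-3 D3A mutant enzyme / Timing: 1 h preincubation plus 2 h reaction at 25 °C / Medium: Zinc-free HEPES/NaCl buffer with 0.01% Triton X-100 at pH 7.4 / Technique: 405 nm absorbance of p-nitroaniline, reads at 0 and 120 min / Repeats: one well per compound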
# LAP4-GFP MLPCN: modulators of TOR pathway LAP4-GFP in S. cerevisiae; S. cerevisiae LAP4-GFP multiplex, flow cytometry GFP, 3 h; median GFP as percent of DMSO wells; GFP response vs DMSO, % at 10 µM; 320,000 compounds, 0.34% hits; AID 2023;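 active = GFP response vs DMSO above a set limit, about the screen mean plus 3 SD, cut at about 150% in these data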
# AGP1 TOR yeast: yeast TOR pathway AGP1-GFP modulation; S. cerevisiae AGP1-GFP multiplex flow cytometry, 3 h; GFP as percent of DMSO wells; GFP response vs DMSO, % at 10 µM; 320,000 compounds, 0.02% hits;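 active = GFP response relative to DMSO above a set limit, near screen average plus 3 SD, cut at about 150% in these data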;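 also: median GFP channel fluorescence of the gated AGP1 strain per well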
# RPL19A TOR yeast: modulators of TOR pathway RPL19A-GFP in S. cerevisiae; percent response vs DMSO, % at 10 µM; S. cerevisiae RPL19A-GFP strain, flow cytometry, 3 h; active compounds read low; AID 2025; 330,000 compounds, 0.3% hits;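 active = percent response vs DMSO below 50%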;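 also: median channel GFP fluorescence of the barcoded RPL19A-GFP strain; ratio of sample median GFP to plate DMSO average so 100% = DMSO; lower means less RPL19A-GFP as with rapamycin TOR inhibition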
# AHR activator: human AHR activation | P35869 | AHR-responsive luciferase reporter cells, luminescence | 320,000 compounds, 2.5% hits | activation, % at 5 µM | AID 2796; in the data active = activation above about 47%;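 also: 0% = vehicle wells and 100% = reference agonist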
# Active calls of the source: *; / = no result given.
SMILES,CIT2-GFP yeast,proCasp7 act,MEP2 TOR yeast,procasp3 activ,LAP4-GFP MLPCN,AGP1 TOR yeast,RPL19A TOR yeast,AHR activator
COCCn1c(C)cc(C(=O)COC(=O)CNC(=O)c2ccccc2)c1C,106,-5,112,-1,100,109,107,-2
Cc1ccn(CCC(=O)NC2CC(C)(C)Cc3c2cnn3-c2ccccc2C)n1 (configuration not stated),93,-4,108,0,87,94,96,-1
COc1ccc2[nH]c(=O)c(-c3nnn(-c4ccc(Cl)c(Cl)c4)n3)cc2c1,95,-10,118,-11,105,100,100,19
O=C(Nc1ccccc1)C1=C[C@@H](c2csc3ccccc23)C[C@@H](OCc2ccc(CO)cc2)O1,117,1,99,-6,150,91,101,3
CNCCC=C1c2ccccc2CCc2ccccc21,86,-8,89,1,93,83,95,-2
O=C(OCC1OC(Oc2ccc(O)cc2)C(O)C(O)C1O)c1ccccc1 (configuration not stated),98,10,105,7,96,100,94,-1
O=C(O)c1cc(S(=O)(=O)N2CCN(c3ccccn3)CC2)ccc1Cl,113,4,110,3,99,104,104,9
COc1ccc(OCC(=O)Nc2ccc3c(c2)nc(CCN2CCCC2)n3C)cc1,102,1,90,3,90,96,93,-1
COc1ccc2c(COC(=O)CNC(=O)C34CC5CC(CC(C5)C3)C4)cc(=O)oc2c1,103,1,113,-10,110,105,101,-2
COc1ccc(S(=O)(=O)N2CCC(C(=O)NCCC3=CCCCC3)CC2)cc1OC,105,7,100,8,105,107,102,2
O=C(O)/C(=C\c1ccccc1Cl)c1ccc(S(=O)(=O)N2CCCCC2)s1,96,5,98,3,86,92,99,1
N=c1c2c(ncn1CCCO)Oc1ccc3ccccc3c1C2c1ccccc1 (configuration not stated),93,0,97,-2,104,107,97,1
CC(=O)c1sc(N/N=C\c2ccc(Br)cc2)nc1C,96,2,98,-1,90,87,94,19
O=C(CCn1cnc2ccccc21)N/N=C/C=C/c1ccccc1,110,10,105,-1,119,123,101,21
O=C(CC(c1ccccc1)c1ccco1)Nc1nccs1 (configuration not stated),110,-3,100,-1,87,96,103,6
O=C(O)c1ccc(CNC(=O)c2ccc(C(F)(F)F)cc2)cc1,97,-6,87,-11,89,95,93,14
COc1ccccc1N(CC(=O)NC1CC2CCC1C2)S(=O)(=O)c1ccc(C)cc1 (configuration not stated),95,-2,118,3,106,98,98,7
O=C(NCc1cccnc1)C(=O)NC1CCCCC1,108,-1,106,-3,111,102,103,3
CC(C)c1ccc(NC(=S)NC2CCN(Cc3ccccc3)CC2)cc1,101,-3,105,-6,106,100,100,-2
CCc1ccc(CN(Cc2cccnc2)C(=O)/C=C/c2ccc(OC)cc2)cc1,91,-6,104,-2,110,103,99,3
COc1cc(C(=O)N(C)C2CCCN(Cc3ccccc3F)C2)cc(OC)c1OC (configuration not stated),102,-7,109,7,93,101,104,-1
COc1ccccc1N(Cc1ccccc1)S(=O)(=O)c1cccc(C(=O)Nc2ncccc2C)c1,110,-3,96,-1,102,103,98,6
CC(C)CN(C(=O)CN(C)C(=O)Cc1ccc(Cl)cc1)c1c(N)n(CC(C)C)c(=O)[nH]c1=O,96,6,103,-17,101,97,92,3
COc1ccc(CCNC(=S)Nc2ccc(C(C)C)cc2)cc1,91,5,102,3,125,105,102,4
COc1ccc(C)cc1NC(=O)C1CCN(S(=O)(=O)c2ccc3c(c2)C(C)(C)C(=O)N3C)CC1,96,0,106,3,108,105,100,20
O=C(Nc1cccc(F)c1)N1C2CCC1CC(O)(c1cccnc1)C2 (configuration not stated),99,-1,97,-1,87,94,102,3
CCOc1ccc2nc(NC(=O)CN3C(=O)NC4(CCCC4)C3=O)sc2c1,104,5,100,6,103,105,102,2
COc1ccc(NC(=O)c2ccc(CN3CCc4ccccc4C3)cc2)cc1OC,96,-1,98,5,95,92,96,6
C=CCN1C(=O)C(O)(CC(=O)c2c(C)n[nH]c2C)c2cc(Br)ccc21 (configuration not stated),102,3,106,-2,101,104,108,17
OCCN(CCO)c1nc2ccccc2[nH]1,93,1,103,-2,102,103,99,0
CC1CCC(=O)N(CCSc2ccccc2)CC1 (configuration not stated),88,-4,83,-7,126,77,92,-8
COC(=O)C1=C(NC(=O)CCCCl)CCS1,101,-10,98,-9,89,100,107,3
Cc1ccc2nc(-c3cccc(SC4CCCCC4)c3)c(NC3CCCCC3)n2c1,103,-8,103,14,102,101,99,0
COc1ccc(Nc2nc(N)c([N+](=O)[O-])c(N3CCN(C)CC3)n2)cc1,108,-9,106,4,94,101,102,10
Cc1ccc(/C=C/C(=O)Nc2cc(S(=O)(=O)N3CCOCC3)ccc2N2CCOCC2)cc1,88,2,103,1,91,97,93,-2
COC(=O)Cn1ncc(N(C)Cc2ccccc2)c(Cl)c1=O,96,-1,97,6,95,94,97,2
O=C(NCc1ccco1)/C(=C\c1ccc(F)cc1)NC(=O)c1ccco1,93,-13,105,-15,95,97,101,2
O=C(COC(=O)C1CCC1)NC(=O)c1ccccc1,79,-1,103,3,101,88,90,5
CCOC(=O)N/N=C(\C)c1ccc(OC(F)F)cc1OC(F)F,105,2,105,1,93,102,106,0
O=C(OCc1ccccc1)c1cccc(-c2nnn(Cc3ccccc3)n2)c1,87,1,105,-6,100,104,103,15

# Next part; it opens with the six that closed the last part.
SMILES,CIT2-GFP yeast,proCasp7 act,MEP2 TOR yeast,procasp3 activ,LAP4-GFP MLPCN,AGP1 TOR yeast,RPL19A TOR yeast,AHR activator
Cc1ccc(/C=C/C(=O)Nc2cc(S(=O)(=O)N3CCOCC3)ccc2N2CCOCC2)cc1,88,2,103,1,91,97,93,-2
COC(=O)Cn1ncc(N(C)Cc2ccccc2)c(Cl)c1=O,96,-1,97,6,95,94,97,2
O=C(NCc1ccco1)/C(=C\c1ccc(F)cc1)NC(=O)c1ccco1,93,-13,105,-15,95,97,101,2
O=C(COC(=O)C1CCC1)NC(=O)c1ccccc1,79,-1,103,3,101,88,90,5
CCOC(=O)N/N=C(\C)c1ccc(OC(F)F)cc1OC(F)F,105,2,105,1,93,102,106,0
O=C(OCc1ccccc1)c1cccc(-c2nnn(Cc3ccccc3)n2)c1,87,1,105,-6,100,104,103,15
Cn1cccc1CC(=O)NNC(=O)Nc1ccc(Cl)cc1,102,-1,97,-8,93,99,97,0
O=C(NCc1ccccc1)c1n[nH]nc1-c1ccccc1O,99,-11,103,-2,96,96,103,0
COc1cccc(-c2nc(CS(=O)(=O)CC(=O)Nc3cc(OC)ccc3OC)c(C)o2)c1,101,-12,103,8,87,100,96,0
COc1ccc(C2CC(O)(C(C)(C)O)NO2)cc1 (configuration not stated),93,4,90,0,97,88,89,7
CC(=O)c1ccc(N(CC(=O)NCCc2ccccc2)C(=O)c2csnn2)cc1,99,-6,84,-2,98,102,98,0
NC(=O)C1(N2CCCCC2)CCN(C(=O)CSc2nc3ccccc3s2)CC1,100,0,98,0,96,105,98,14
CCCN(CC(=O)Nc1ccccc1OC)C(=O)c1cc2ccccc2o1,93,6,84,4,86,90,92,10
COc1ccccc1NC(=O)N(CCN1CCCC1)Cc1cc2cc(C)ccc2[nH]c1=O,110,4,103,-1,105,103,/,2
COC(=O)c1ccccc1NC(=O)CN1CCCCCC1,99,11,100,9,87,94,104,-1
CCCn1nnc(NC(=O)COc2ccc(Cl)cc2)n1,/,0,105,-1,95,100,97,3
COc1ccc(N2CCN(CCCNC(=O)Cn3c(=O)c4cccn4c4ccccc43)CC2)cc1,97,-7,100,2,95,93,91,1
COc1ccc(C(=O)OCC(=O)NCC2CCCO2)cc1 (configuration not stated),102,2,105,5,80,101,105,3
[O-][N+]12CCN(CC1)c1ccccc12,97,11,97,-8,94,99,101,0
COc1ccc(OC)c(-n2c(C)cc(C=O)c2C)c1,108,5,111,8,107,121,98,1
O=C(/C=C/Nc1cccc([N+](=O)[O-])c1)c1cccs1,/,10,102,-6,111,95,102,27
O=C(CCc1ccccc1)Nc1cc2c3c(c1)CCC(=O)N3CCC2,107,10,107,10,101,111,104,2
CCN(CC(=O)Nc1ccc(OC)cc1)C(=O)c1cc([N+](=O)[O-])ccc1N1CCOCC1,101,-6,98,5,105,110,101,-3
CCOC(=O)C[N+]1(C)CCN(C(C)=O)CC1,96,-2,96,7,92,93,93,-1
CCC(=O)Nc1ccc(C(=O)Nc2cccnc2)cc1,94,-11,97,-11,93,96,99,17
O=C(Nc1cccc(C(F)(F)F)c1)c1cc(S(=O)(=O)N2CCCCC2)ccc1N1CCOCC1,102,-3,95,5,98,85,96,0
COc1ccc2c(-c3cnc(N4CCOCC4)nc3)c(-c3ccc(S(C)(=O)=O)cc3)sc2c1,93,12,93,8,101,96,92,2

# Some of the entries so far, with two lines to a compound:
# Second line of a record: CIT2-GFP yeast	proCasp7 act	MEP2 TOR yeast	procasp3 activ	LAP4-GFP MLPCN	AGP1 TOR yeast	RPL19A TOR yeast	AHR activator
COc1ccc(N2CCN(CCCNC(=O)Cn3c(=O)c4cccn4c4ccccc43)CC2)cc1
    97	-7	100	2	95	93	91	1
COc1ccc(C(=O)OCC(=O)NCC2CCCO2)cc1 (configuration not stated)
    102	2	105	5	80	101	105	3
